# Screening results from PubChem.
# GPR151 ag = activators of human GPR151, primary screen, cell-based, PathHunter beta-arrestin, luminescence; G-protein coupled receptor 151 (Homo sapiens), Q8TDV0; PathHunter beta-arrestin GPR151 cells; activation, % at 11.2 µM; actives 1% (n = 650,000); AID 1508602, 2020; in the data active = activation above about 4.9%;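 also: 0% = median of compound wells and 100% = cells with positive control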
# Target sequence (Q8TDV0 whole entry, looked up): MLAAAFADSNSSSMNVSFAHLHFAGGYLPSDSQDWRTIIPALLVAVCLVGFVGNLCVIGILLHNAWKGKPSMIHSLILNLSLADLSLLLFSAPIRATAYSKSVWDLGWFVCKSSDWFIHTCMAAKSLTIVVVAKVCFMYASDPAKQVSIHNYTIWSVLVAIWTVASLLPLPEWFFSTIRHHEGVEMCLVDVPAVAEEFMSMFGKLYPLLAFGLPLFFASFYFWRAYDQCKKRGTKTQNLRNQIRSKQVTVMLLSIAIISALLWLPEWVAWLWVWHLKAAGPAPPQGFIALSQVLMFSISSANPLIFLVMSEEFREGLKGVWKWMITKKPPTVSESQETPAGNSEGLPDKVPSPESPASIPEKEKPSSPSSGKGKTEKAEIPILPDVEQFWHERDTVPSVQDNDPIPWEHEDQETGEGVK
# MITF primary = MITF inhibitors, primary screen, biochemical, AlphaScreen, human. actives 0.91% (n = 650,000). AlphaScreen MITF homodimerization, bead proximity signal. inhibition, % at 2.6 µM. Microphthalmia-associated transcription factor (Homo sapiens), O75030; in the data active = inhibition above about 50%;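 also: 0% = vehicle wells with protein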
# Target sequence (O75030 whole entry, looked up): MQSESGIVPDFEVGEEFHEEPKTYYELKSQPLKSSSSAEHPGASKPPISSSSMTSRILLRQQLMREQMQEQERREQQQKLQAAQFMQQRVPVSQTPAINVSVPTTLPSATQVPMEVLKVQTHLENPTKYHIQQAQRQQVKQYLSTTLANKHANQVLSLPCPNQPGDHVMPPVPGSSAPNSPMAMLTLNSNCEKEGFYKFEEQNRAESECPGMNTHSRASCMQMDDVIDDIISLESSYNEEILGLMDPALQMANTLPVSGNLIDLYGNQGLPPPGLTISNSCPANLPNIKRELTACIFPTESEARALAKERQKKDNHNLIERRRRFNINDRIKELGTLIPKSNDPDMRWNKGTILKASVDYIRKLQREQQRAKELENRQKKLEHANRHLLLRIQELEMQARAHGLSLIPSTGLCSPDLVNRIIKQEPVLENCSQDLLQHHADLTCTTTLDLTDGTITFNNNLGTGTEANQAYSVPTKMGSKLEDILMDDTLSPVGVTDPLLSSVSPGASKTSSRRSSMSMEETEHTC
# FBW7 activator = FBW7 E3 ligase activators, primary screen, biochemical, AlphaScreen, human; normalized activity (activation), % at 26.1 µM; F-box/WD repeat-containing protein 7 (Homo sapiens), Q969H0; actives 0.13% (n = 650,000); AID 1259310, 2017; AlphaScreen FBW7–phospho-cyclin E peptide binding, activator screen; in the data active = normalized activity above about 1.9%;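 also: purified mutant Fbw7 with reduced substrate affinity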
# TEAD-YAP block = TEAD-YAP interaction inhibition, primary screen, TEAD-YAP interaction inhibitor project, luminescence, HEK-TIYL cells | TEAD-Gal4/YAP UAS-luciferase luminescence | inhibition, % at 9.12 µM | actives 1.4% (n = 640,000); in the data active = inhibition above about 32%;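 also: 0% = median of test compound wells and 100% = reference inhibitor wells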
# Active calls of the source: *.
SMILES,GPR151 ag,MITF primary,FBW7 activator,TEAD-YAP block
O=C1c2ccccc2C(=O)N1CC1c2ccccc2CCN1C(=O)c1cccc(C(F)(F)F)c1 (centres undefined),-0.1,-2,-0.2,-2
COc1cc(Nc2cc(Nc3ccncn3)nc(N)n2)cc(OC)c1OC,1.9,-2,-0.1,-2
Cc1[nH]c2ccc(-c3nnc(SCc4cccnc4)o3)cc2c1C,-0.9,2,0.0,-29
Cc1cc(C)nc(NS(=O)(=O)c2ccc(NC(=O)CSc3ccncc3)cc2)n1,-1.5,-9,-0.2,-5
Cc1cc(C)n(CC(C)C(=O)N2CCCC(n3nc(-c4cccs4)ccc3=O)C2)n1 (centres undefined),-0.4,2,0.1,1
N#CC1(C#N)CC2(O)NC(=O)C1(C#N)C(c1ccccc1)C2Br (centres undefined),-0.1,5,-0.1,7
CC(C)Oc1cc(S(=O)(=O)N2CCCCC2)ccc1[N+](=O)[O-],0.0,6,0.0,-2
O=C(CCn1c(=O)oc2ccccc21)NCCCN1CCOCC1,2.2,-12,0.0,-5
Cc1ccccc1NC(=O)c1sc2nc3c(c(-c4ccco4)c2c1N)CCCCC3,-0.4,0,0.3,-4
COc1cc(C2=N/C(=C\c3ccc4c(c3)OCO4)C(=O)O2)cc(OC)c1OC,-0.4,3,0.0,4
COc1cc(C(=O)NCCO)cc(OC)c1OC,-0.8,-10,-0.2,2
Cc1ccc(-c2noc(CNC(=O)c3ccc(C)cc3Cl)n2)cc1,0.2,0,-0.1,2
O=S(=O)(Nc1ccc2c(c1)CCC2)c1ccc(F)cc1,0.3,4,0.1,-12
Cc1nc(-c2ccccc2)cc(-c2ccccn2)c1O,0.5,-5,0.1,-31
CCOC(=O)N1CCN(C(=O)c2ccc(N3CC4CC(C3)c3cccc(=O)n3C4)c(NC(=O)c3ccc(Br)o3)c2)CC1 (centres undefined),-1.4,16,0.1,-10
CCOc1ccc(S(=O)(=O)N2CCN(c3ccc(C(C)=O)cc3)CC2)c2cccnc12,0.8,12,0.0,-4
COc1ccccc1NC(=O)N1CCC(c2nnc(SCC(N)=O)n2C)CC1,-0.8,4,1.2,12
Fc1cccc(Cl)c1CNc1ccc(CNc2ncn[nH]2)cc1,-0.7,7,0.1,-4
CCC(C)c1ccc(NC(=O)c2nc3ncccn3n2)cc1 (centres undefined),0.6,15,1.0,-34
COc1ccc(C2CS(=O)(=O)CS(=O)(=O)C2)cc1,1.5,1,0.5,3
COc1ccc(-n2cnnc2SCc2ncc(-c3ccccc3)o2)cc1,0.0,14,0.4,-13
CCOc1ccc(Cc2nnc(N)s2)cc1OCC,-0.3,7,-0.1,-15
CC(C)n1nnnc1C(c1ccc(N(C)C)cc1)N1CCN(c2ccccc2F)CC1 (centres undefined),0.3,23,0.0,-30
CC(C)Cc1nnc(NC(=O)c2cccc(Cl)c2)s1,0.5,17,0.5,-12
CCOC(=O)c1ccc(NC(=O)Cc2noc3ccccc23)cc1,-2.9,-8,0.0,-67
CC1=C(C)C/S(=N\S(=O)(=O)c2ccccc2)N(S(=O)(=O)c2ccccc2)C1 (centres undefined),0.8,-4,-1.2,3
COCc1cccc(-c2cncc(-c3cccc(C(=O)NCCO)c3)n2)c1,-0.7,-7,0.1,-11
COc1cccc(/C=N/NC(=O)CNC(=O)c2ccc(OC)c(OC)c2)c1,-0.8,1,-0.2,8
O=C(CN1C(=O)c2ccccc2C1=O)N1CCOCCOCCN(C(=O)CN2C(=O)c3ccccc3C2=O)CCOCCOCC1,-0.3,3,-0.1,2
CC(Oc1ccccc1)C(=O)Nc1c(C(=O)Nc2ccccc2)oc2ccccc12 (centres undefined),-1.0,6,0.0,2
Cc1cnc(N2CCN(c3ccccn3)CC2)nc1NCc1ccccc1,-0.5,2,0.0,7
COc1ccc(C)cc1NC(=O)CNCC1CCCO1 (centres undefined),-0.7,53*,0.3,2
O=C1c2ccccc2C(=O)N1CC(O)COc1ccc2ccccc2c1 (centres undefined),1.0,-6,-0.1,-8
Cc1ccc(C)c(NC(=O)C(C)n2nc(C)c([N+](=O)[O-])c2C)c1 (centres undefined),-0.4,12,0.7,-16
Cc1ccc2[nH]c3nc(SCC(=O)O)nnc3c2c1,-0.6,13,0.0,-2
COC(=O)c1sc2[nH]c(=S)n(N)c(=O)c2c1C,0.1,1,-0.3,-4

# 4 successive records already listed, quoted:
SMILES,GPR151 ag,MITF primary,FBW7 activator,TEAD-YAP block
COCc1cccc(-c2cncc(-c3cccc(C(=O)NCCO)c3)n2)c1,-0.7,-7,0.1,-11
COc1cccc(/C=N/NC(=O)CNC(=O)c2ccc(OC)c(OC)c2)c1,-0.8,1,-0.2,8
O=C(CN1C(=O)c2ccccc2C1=O)N1CCOCCOCCN(C(=O)CN2C(=O)c3ccccc3C2=O)CCOCCOCC1,-0.3,3,-0.1,2
CC(Oc1ccccc1)C(=O)Nc1c(C(=O)Nc2ccccc2)oc2ccccc12 (centres undefined),-1.0,6,0.0,2

# Other records:
SMILES,GPR151 ag,MITF primary,FBW7 activator,TEAD-YAP block
CCOc1ccc(CCNC(=O)CN2N=C(c3ccccc3)CCC2=O)cc1OCC,-0.9,-7,-0.1,-4
O=C(OCCN1C(=O)c2ccccc2C1=O)Oc1ccccc1,-0.4,-16,0.0,-3
CC(=O)NCC(=O)N(Cc1ccco1)C1(C(=O)NC2CCCC2)CCCCC1,-0.1,-3,-0.1,-3
Cc1cc2nnc(SCC(=O)N3CCCCCC3)n2c(N)n1,0.3,10,0.1,6
Cc1cccc(NS(=O)(=O)c2ccc(C)c(N)c2)c1,0.2,12,0.0,11
COc1ccc(C(=O)NC(C)c2ccccc2)c(OC)c1 (centres undefined),-1.1,7,0.7,-2
CCc1cccc(NC(=O)/C=C/c2ccc(OC)c(S(=O)(=O)N3CCOCC3)c2)c1,3.6,-1,-0.1,28
Cn1c(SCc2ccccc2Br)nc2sc3c(c2c1=O)CCCC3,-0.7,12,0.3,3
Cc1cc(C)c(NC(=O)C(C)Sc2nc3ccc(NC(=O)c4ccc(Cl)cc4Cl)cc3s2)c(C)c1 (centres undefined),0.4,2,-0.1,12
Cc1ccc(/C=N/NC(=O)C(C)Oc2cccc3ccccc23)o1 (centres undefined),0.4,-3,0.1,10
COc1ccc(/C=C2/SC(=Nc3ccccc3)NC2=O)cc1OC,0.6,7,-0.1,1
CCOC(CCn1c(SCc2cccc(Br)c2)nc2ccccc2c1=O)OCC,0.7,0,0.1,-2
CC(C)N(Cc1nc(-c2ccccc2)no1)C(=O)CC1CCCCC1,2.4,14,0.1,3
COc1ccc(CCS(=O)(=O)NCCN2CCN(c3ccccc3F)CC2)cc1,1.1,-4,-0.2,3
COc1ccc(CNC(=O)c2cnc(N3CCCC3)nc2)cc1,-1.2,2,0.2,3
Cc1ccccc1OCC(=O)NCCC1=CCCCC1,0.0,1,-0.1,-16
Cc1c(CN2CCc3c(nc(N4CCCCC4)[nH]c3=O)C2)cnn1C,0.3,-1,-0.1,-2
Cc1cc(C)cc(NC(=S)N(Cc2cccs2)C2CCCC2)c1,-0.2,11,0.3,2
Cc1ccc(S(=O)(=O)N2/C(=C\COc3ccccc3)C(N3CCN(C)CC3)c3ccccc32)cc1 (centres undefined),0.1,-6,-0.2,1
CC(C)(C)OC(=O)C1C(=O)CC(C)(O)C(C(=O)OC(C)(C)C)C1c1cccc(O)c1 (centres undefined),-0.6,10,0.4,4
Cc1n[nH]c(=S)n(/N=C/c2ccccn2)c1=O,2.5,-4,-0.5,5
Cc1ccc(NC(NC=O)C(Cl)(Cl)Cl)c(C)c1 (centres undefined),2.9,-7,0.0,-5
Cc1sc2nc(C)n(C3CCN(CC(=O)NC(C)(C)C)CC3)c(=O)c2c1C,1.0,10,0.1,-1
O=C(COC(=O)c1cc(-c2ccco2)nc2ccccc12)Nc1cc([N+](=O)[O-])ccc1F,1.3,20,0.1,4
CCC(C)NC(=O)C1c2ccccc2C(=O)N(C)C1c1ccc(OC)cc1 (centres undefined),-2.3,-11,-0.1,-9
Cc1ccc(C(O)CNC(=O)Nc2ccccc2Cl)o1 (centres undefined),-0.9,4,-0.3,-15
COc1cc(Nc2ccnc(Nc3ccncn3)n2)cc(OC)c1OC,1.9,15,0.3,-7
O=C(NCCc1ccccc1)c1ccccc1Cl,-4.4,3,-0.1,33*
O=C(CN1C(=O)C2C3C=CC(C4CC34)C2C1=O)Nc1ccc(Oc2ccccc2)cc1 (centres undefined),-0.1,20,0.4,5
CC(C)(C)c1ccc(OCC(=O)NNC(=O)C(F)(F)F)cc1,1.3,14,0.7,-40
CCOc1ccccc1-n1c(=S)sc2c(=O)n(-c3ccccc3F)c(SCC(=O)Nc3nccs3)nc21,-1.2,-12,0.0,1
COc1ccccc1N1CC(C)Cn2c1nc1c2c(=O)n(Cc2ccccc2)c(=O)n1C (centres undefined),-0.9,5,-0.1,0
Cc1cccc(N2CCN(S(=O)(=O)c3ccc4c(c3)CCN4C(=O)C3CC3)CC2C)c1 (centres undefined),0.4,-3,-0.1,-9
COc1ccc(OC)c(S(=O)(=O)NCCc2c(C)[nH]c3ccc(OC)cc23)c1,-0.5,13,0.0,1
CCOC(=O)C1C(c2ccc(O)c(OCC)c2)NC(=S)NC1(O)C(F)(F)F (centres undefined),-0.6,-9,-0.1,6
CC(C)(C)C(NS(=O)(=O)c1cccc2nsnc12)C(=O)O (centres undefined),0.4,10,-0.1,6

# Three entries drawn at random from the list so far, as already listed:
SMILES,GPR151 ag,MITF primary,FBW7 activator,TEAD-YAP block
COc1ccc(OC)c(S(=O)(=O)NCCc2c(C)[nH]c3ccc(OC)cc23)c1,-0.5,13,0.0,1
CC(C)(C)c1ccc(OCC(=O)NNC(=O)C(F)(F)F)cc1,1.3,14,0.7,-40
CC(C)(C)C(NS(=O)(=O)c1cccc2nsnc12)C(=O)O (centres undefined),0.4,10,-0.1,6

# Continuation:
SMILES,GPR151 ag,MITF primary,FBW7 activator,TEAD-YAP block
CC(=O)C1=C(O)C(=O)N(CCCN2CCOCC2)C1c1ccc(C)cc1 (centres undefined),1.7,6,1.1,3
CC(=O)c1cc(C(=O)NCc2c(C)ncc3c2CCN(C(=O)c2cc(C)[nH]n2)C3)cs1,-0.5,2,0.0,-8
CCOC(=O)c1c(C)c(C(=O)Nc2ccccc2OCC)c(C)n1CC,-0.4,-1,-0.2,1
CCCCN(C)S(=O)(=O)c1ccc2c(c1)CCN2C(=O)CCC(=O)O,0.4,0,0.0,2
COc1cc(OC)cc(C(=O)OCn2c(SC)nnc(C)c2=O)c1,-1.1,-4,0.1,-3
Cc1csc(NC(=O)[C@@H](NS(=O)(=O)c2ccc3c(c2)OCCO3)C(C)C)n1,0.6,1,0.1,-3
O=C1NCCN(Cc2ccccn2)C1CC(=O)N1CCCCC1 (centres undefined),-0.2,-2,0.2,0
Clc1ccc(-c2cn3ccc4ccccc4c3n2)cc1,-0.7,-11,0.8,-65
O=C(Cc1ccccc1)Nc1ccccc1C(=O)NC1CCCCC1,0.4,1,-0.2,3
CCC1C(=O)NCCN1C(=O)/C=C/c1ccccc1 (centres undefined),1.1,1,-0.6,-2
N#Cc1ccc(NC(=S)NC(=O)c2ccco2)cc1,-0.9,18,0.3,-35
CCNc1nc(NC(C)(C)C)nc(N(C#N)CC)n1,1.4,7,-0.1,-15
CCn1cc(C(=O)O)c(=O)c2cc(F)c(N3CCN(C(=S)NC(=O)c4ccccc4Br)CC3)cc21,0.1,14,0.2,14
COc1cc(NC(=O)c2cccc(-c3cc(CC(=O)Nc4ccccc4Cl)[nH]n3)c2)cc(OC)c1OC,1.5,9,0.1,10
CCOc1ccnc2c1c(=O)n(CC(=O)N1CCC(C)CC1)c(=O)n2C,-0.7,8,0.0,-3
COC(=O)c1cc(CSc2nnc(-c3cccs3)n2N)oc1C,-0.6,-9,0.1,8
CC(=O)c1ccc(NC(=O)c2cccc(N3C(=O)c4cccnc4C3=O)c2)cc1,-1.1,39,-0.1,-13
CCc1ccccc1N(CC(=O)Nc1ccc(C(N)=O)cc1)S(=O)(=O)c1ccccc1,4.1,25,0.1,-6
COc1ccc(CC(CC(=O)O)C(=O)Nc2ccccc2)cc1 (centres undefined),-0.3,1,0.9,-3
CCCCc1nc(SCCOC)c2c(=O)n(C)c(=O)n(C)c2n1,0.6,10,0.2,7
Cc1ccc(-n2nc3c(c2NC(=O)c2cc(Cl)ccc2Cl)CSC3)cc1,-0.3,6,-0.1,2
Cc1nn(C)c(C)c1CN(C(=O)CCC1(Cc2ccc(Cl)cc2)CCC(=O)N1)C1CC1 (centres undefined),1.8,-18,-0.2,-1
CN1CCc2c(sc(N)c2C#N)C1,-1.8,12,-0.1,-6

# 2 of these compounds, reformatted:
compound: COc1ccc(CC(CC(=O)O)C(=O)Nc2ccccc2)cc1 (centres undefined)
  GPR151 ag: -0.3 | MITF primary: 1 | FBW7 activator: 0.9 | TEAD-YAP block: -3
compound: COc1cc(NC(=O)c2cccc(-c3cc(CC(=O)Nc4ccccc4Cl)[nH]n3)c2)cc(OC)c1OC
  GPR151 ag: 1.5 | MITF primary: 9 | FBW7 activator: 0.1 | TEAD-YAP block: 10
